From PubChem
pCIP destab: p/CIP-EGFP fusion destabilizers, primary screen, fluorescence, F442A cells; Q05BA5; 16 h; decrease of EGFP signal, % at 10 µM; 290,000 tested, 0.01% active; AID 1984, 2009;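 active = EGFP signal decrease of at least 30% at 10 µM or well 3 SD below plate mean, unless failing retest; inactive = the rest, including hits failing retest or dose response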; note: some compounds called inactive have numbers as strong as hits; many of its hits are not listed in these tables
Target sequence (Q05BA5 1-1403): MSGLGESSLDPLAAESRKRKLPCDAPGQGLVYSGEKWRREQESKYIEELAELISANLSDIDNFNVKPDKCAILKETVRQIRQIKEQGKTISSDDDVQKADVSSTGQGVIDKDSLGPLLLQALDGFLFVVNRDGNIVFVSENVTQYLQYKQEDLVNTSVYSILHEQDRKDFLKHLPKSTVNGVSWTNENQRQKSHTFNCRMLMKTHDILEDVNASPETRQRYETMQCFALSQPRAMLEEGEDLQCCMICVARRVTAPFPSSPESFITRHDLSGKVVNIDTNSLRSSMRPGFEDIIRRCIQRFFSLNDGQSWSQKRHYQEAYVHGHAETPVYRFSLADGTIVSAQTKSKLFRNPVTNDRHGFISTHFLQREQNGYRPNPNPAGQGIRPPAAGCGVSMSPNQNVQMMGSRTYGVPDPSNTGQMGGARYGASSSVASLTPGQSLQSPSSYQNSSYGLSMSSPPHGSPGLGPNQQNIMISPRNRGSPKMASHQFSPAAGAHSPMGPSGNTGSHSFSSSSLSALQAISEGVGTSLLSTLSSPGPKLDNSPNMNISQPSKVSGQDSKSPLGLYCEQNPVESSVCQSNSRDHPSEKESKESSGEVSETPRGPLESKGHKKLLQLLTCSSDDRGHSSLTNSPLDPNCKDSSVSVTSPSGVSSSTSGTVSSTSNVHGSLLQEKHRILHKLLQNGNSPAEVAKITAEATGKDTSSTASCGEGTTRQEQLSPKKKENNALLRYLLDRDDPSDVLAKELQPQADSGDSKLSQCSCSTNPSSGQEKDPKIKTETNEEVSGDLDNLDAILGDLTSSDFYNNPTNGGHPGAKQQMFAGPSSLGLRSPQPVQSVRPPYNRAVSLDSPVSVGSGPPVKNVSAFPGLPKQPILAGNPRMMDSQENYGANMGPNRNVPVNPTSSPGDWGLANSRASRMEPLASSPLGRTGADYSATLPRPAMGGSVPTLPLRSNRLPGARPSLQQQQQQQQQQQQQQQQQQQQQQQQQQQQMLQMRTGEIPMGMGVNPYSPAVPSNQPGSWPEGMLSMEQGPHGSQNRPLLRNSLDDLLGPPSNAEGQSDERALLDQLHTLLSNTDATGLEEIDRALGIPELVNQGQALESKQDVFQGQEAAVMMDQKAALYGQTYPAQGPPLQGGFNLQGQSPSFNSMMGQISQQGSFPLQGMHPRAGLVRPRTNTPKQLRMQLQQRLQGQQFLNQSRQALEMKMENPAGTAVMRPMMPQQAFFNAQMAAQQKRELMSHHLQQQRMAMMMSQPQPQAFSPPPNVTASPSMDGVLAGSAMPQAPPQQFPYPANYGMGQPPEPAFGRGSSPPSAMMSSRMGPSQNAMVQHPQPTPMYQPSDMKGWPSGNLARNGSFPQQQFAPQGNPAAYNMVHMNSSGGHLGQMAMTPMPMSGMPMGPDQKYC
IDE inh: human IDE inhibitors in live cells, primary screen, fluorescence polarization, HEK cells, FAbetaB substrate; Insulin-degrading enzyme (Homo sapiens), P14735; FAbetaB cleavage; inhibition, % at 5.59 µM; 320,000 tested, 0.41% active;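 active = percent inhibition above the average of all tested compounds plus 3 SD, set per screening campaign, cut at about 16% in these data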;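 note: IDE supplied by intact live HEK cells; FP after avidin binding of uncleaved biotin substrate so inhibition keeps polarization high; 0% = DMSO wells and 100% = 60 µM reference IDE inhibitor Ii1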
M18AAP inhibitor: PfM18AAP inhibitors, malaria aminopeptidase, primary screen, biochemical, QFRET, recombinant enzyme | H-Glu-NHMec fluorogenic cleavage | inhibition, % at 7.35 µM | 290,000 tested, 1.2% active;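 active = inhibition above the campaign mean inhibition over all tested compounds plus 3 SD, cut at about 28% in these data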;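 note: 0% = plate median of test compound wells and 100% = 2 mM ZnCl2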
IDE act: human IDE activators in live cells, primary screen, fluorescence polarization, HEK cells, FAbeta-B substrate | Insulin-degrading enzyme (Homo sapiens), P14735 | FAbeta-B cleavage; 0% vehicle, 100% cell-free pure enzyme wells | activation, % at 5.96 µM | 340,000 tested, 0.073% active | AID 493087, 2011;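 active = activation above the mean of all tested compounds plus 3 SD, set per screening campaign, cut at about 17% in these data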
IMP-1 inh: IMP-1 metallo-beta-lactamase inhibitors, primary screen, biochemical, epi-absorbance readout, Pseudomonas aeruginosa enzyme | metallo-beta-lactamase IMP-1 (Pseudomonas aeruginosa) | purified IMP-1, nitrocefin hydrolysis, epi-absorbance fluorescence | inhibition, % at 5.6 µM | 290,000 tested, 0.45% active | AID 1556, 2009;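 active = inhibition above the mean plus 3 SD of all compounds in the same screening run, cut at about 4.5% in these data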;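 note: 0% = IMP-1 with DMSO and 100% = DMSO wells lacking enzyme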
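System: purified IMP-1 / Input: IMP-1 dispensed at 0.2 nM / Medium: 50 mM HEPES pH 7.1, 50 µM ZnSO4, 0.05% Brij 35 / Timing: 15 min enzyme–compound preincubation, then 25 min nitrocefin reaction, 25 °C / Technique: plate fluorescence quenching by hydrolysis product, ex 480/em 530 nm / Repeats: singlicate testing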
SUMO HTRF inh: inhibitors of in vitro SUMOylation cascade, primary screen, biochemical, HTRF, uHTS; inhibition, % at 35 µM; AID 2006, 2009; SUMO-conjugating enzyme UBC9 (Homo sapiens), P63279; HTRF SUMOylation assay, SAE1/SAE2 + UBC9; 290,000 tested, 0.36% active; in the data active = inhibition above about 50%, passing the limit was not always enough; note: strong numbers were not always called active
VIM-2 inh: VIM-2 metallo-beta-lactamase inhibitors, primary screen, biochemical, epi-absorbance readout, Pseudomonas aeruginosa enzyme. purified VIM-2, nitrocefin hydrolysis, epi-absorbance fluorescence. inhibition, % at 5.6 µM. 290,000 tested, 0.89% active. AID 1527, 2009;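 active = inhibition above the mean of all tested compounds plus 3 SD, cutoff set per screening run, cut at about 7.5% in these data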;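 note: red hydrolysis product quenches plate fluorescence so inhibitors raise well fluorescence; 0% = enzyme with DMSO and 100% = DMSO without enzyme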
NS3 helicase inh: inhibitors of HCV NS3 helicase, primary screen, biochemical, Cy5 molecular beacon fluorescence; inhibition, % at 10.9 µM; NS3 helicase DNA unwinding; 290,000 tested, 0.56% active; Hepatitis C virus NS3 helicase; AID 1800, 2009;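 active = inhibition above the mean of all tested compounds plus 3 SD, set per campaign, cut at about 35% in these data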;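 note: 0% = DMSO wells and 100% = thioflavine S control wells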
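System: HCV NS3 helicase fragment; control set: DMSO and thioflavine S; technique: Cy5 fluorescence at 0 and 60 min, beacon hairpin quenching; reagent: beacon DNA duplex substrate plus ATP; replicates: singlicate; schedule: 1 h reaction at 25 °C, ATP-initiated; medium: MOPS buffer pH 6.5 with MgCl2, DTT, Tween20, BSA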
DNA FID counter: compounds displacing fluorescent DNA intercalator, primary screen, artefact control for HCV NS3 helicase inhibitor project, biochemical, FID fluorescence; DNA fluorescent intercalator displacement; inhibition, % at 7.9 µM; 290,000 tested, 0.17% active; in the data active = inhibition above about 37%;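 note: 0% = vehicle and 100% = reference compound; higher means more ethidium bromide displaced from hairpin DNA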
The depositor's hits bear a star; nt = not tested or not shown; & = joins results of further samples.

smiles,SUMO HTRF inh,DNA FID counter,pCIP destab,IDE inh,VIM-2 inh,IMP-1 inh,NS3 helicase inh,M18AAP inhibitor,IDE act
O=C(Nc1ccccc1)c1ccc(-c2ccc([N+](=O)[O-])cc2)o1,2,-1,-2,0,2.0,5.0*,21,25,0
O=C(Nc1nnc(-c2ccc(Cl)cc2)o1)c1nc2ccccc2s1,29,-19,-9,1,-3.0,-1.3,5,-6,4
CCOC(=O)c1c(N2C(=O)C=CC2=O)sc(C)c1C,25,-10,-5,1,3.0,1.6,30,-43,-18
Cc1cc(=O)oc2cc(OCC(=O)N/N=C/c3ccccc3[N+](=O)[O-])ccc12,28,-1,14,4,-0.8,-0.2,-8,1,2
Cc1cc(OCc2cc(C(=O)NC3CCC3)no2)cc(C)c1Cl,8,-26,-21,9,-0.8,-0.4,-12,0,5
C/C(=N/O)c1cccc(N2Cc3ccccc3C2)c1,-3,-10,-2,4,0.1,-2.2,-11,-3,6
O=C(c1cc2nc(-c3ccco3)cc(C(F)(F)F)n2n1)N1CCc2ccccc2C1,31,0,-14,1,-2.4,-4.9,-3,-2,5
CCC(Sc1nc2ccccc2s1)C(=O)Nc1nnc(C)s1 (configuration not stated),-8,-23,6,6,-2.3,-4.8,22,4,-1
COc1cccc(Oc2ncnc(N)c2[N+](=O)[O-])c1,21,-1,-12,0,-1.8,-1.9,2,-17,2
CCOc1ccc(CN2C(=O)c3ccccc3C2=O)cc1C(=O)N1CCC(C(N)=O)CC1,0,-33,-4,-1,0.1,0.9,6,0,8
COC(=O)/C=c1/sc2nc3ccccc3n2c1=O,19,6,1,3,-0.3,-4.4,13,10,0
O=C1Nc2ccccc2C1Cc1ccccn1 (configuration not stated),9,-6,-8,-2,-1.3,-3.1,-5,-8,4
Cc1ccc(OCC(=O)N2CCc3ccccc3C2)c(C)c1,-3,-31,0,5,0.5,-0.7,-11,-2,4
O=S(=O)(NCc1ccccc1)c1ccc(Cl)c(S(=O)(=O)NCc2ccccc2)c1,4,-12,-5,-4,-5.8,-1.6,-6,6,-2
CCC(CC)C(=O)c1c[nH]c(C(=O)NCc2cccnc2)c1,0,2,5,-1,0.9,1.0,15,-3,5

(more compounds)
smiles,SUMO HTRF inh,DNA FID counter,pCIP destab,IDE inh,VIM-2 inh,IMP-1 inh,NS3 helicase inh,M18AAP inhibitor,IDE act
O=C(c1cccc([N+](=O)[O-])c1)N1CCN(c2ccccn2)CC1,5,0,-13,1,-1.9,-1.8,-17,4,2
COc1ccccc1CC(NC(C)=O)C(=O)NC1CCN(C(=O)c2ccc([N+](=O)[O-])cc2)CC1 (configuration not stated),-4,-15,3,-4,-1.5,-0.6,0,2,-1
CC1Cc2cc(/C(O)=C3/C(=O)C(=O)N(CCN4CCOCC4)C3c3ccc([N+](=O)[O-])cc3)ccc2O1 (configuration not stated),15,-58,6,-5,-3.0,-2.2,6,33*,0
O=C(COc1ccc2ccccc2c1)NNC(=O)c1cnccn1,0,-2,-8,2,-4.2,-3.1,-2,6,0
O=C(O)Cc1ccc(N=Nc2c(O)c(C(=O)O)cc3ccccc23)cc1,28,-12,0,6,-4.7,-3.6,42*,2,4
COc1ccc(/C=N/NC(=O)c2cccc(Br)c2)cc1Cn1cc(Cl)cn1,27,-7,-14,3,-5.0,-1.2,4,-1,1
CCCCCCOc1ccc(C(CC(N)=O)C(=O)O)cc1 (configuration not stated),9,-2,-2,-4,-7.8,-1.5,16,-2,-2
CCC1OC23CCCCC2C(C#N)(C(=N)O3)C1(C#N)C#N (configuration not stated),-2,2,0,5,0.5,-1.0,1,6,7
Cn1c(SCC(=O)N2CCOCC2)nnc1-c1ccc(Cl)cc1Cl,-16,-8,-5,4,-2.4,-4.7,3,-20,1
O=C(CCc1ccccc1)N1CCN(c2ccc(F)cc2)CC1,1,-16,-16,2,0.3,-0.9,0,-12,-1
CCOC(=O)c1cc2occc2n1CC(=O)N1CCN(C(=O)c2ccco2)CC1,40,-8,-11,3,-5.1,-4.2,3,1,-5
O=C(NC(=S)Nc1ccc(Cl)c(C(=O)O)c1)c1cccc(COc2ccccc2)c1,26,9,-3,2,-3.2,-1.9,-1,15,4
COc1ccc(Nc2oc(COc3ccccc3F)nc2C#N)cc1,2,-11,-11,7,-0.4,-0.1,21,-5,-7
Cc1ccc(OCc2nc(-c3ccccc3)no2)c(C)c1,0,1,-1,-1,-3.0,-1.1,-3,-5,-2
N/N=C(\c1ccccc1)c1cc(Cl)ccc1N,0,-6,-5,1,-3.6,-0.6,-1,1,3

(next part)
smiles,SUMO HTRF inh,DNA FID counter,pCIP destab,IDE inh,VIM-2 inh,IMP-1 inh,NS3 helicase inh,M18AAP inhibitor,IDE act
Oc1ccc(-c2nc(=S)[nH][nH]2)cc1,-31,0,-26,7,-3.4,-6.5,2,18,-6
O=C(CCC(=O)OCC(=O)c1ccc([N+](=O)[O-])cc1)Nc1ccccc1Cl,4,-1,-11,-1,-2.3,-1.4,0,40*,-10
Cn1c(CNC(=O)C2CCCCC2)cc2ccccc21,11,-11,11,8,-0.9,-2.6,-2,-2,-6
COc1cccc(-c2nc(CS(=O)(=O)CC(=O)NCCN3CCOCC3)c(C)o2)c1,17,-2,-6,6,-1.1,-1.0,-8,-5,-2
Cc1cccc(S(=O)(=O)Nc2ccc(-c3cn4ccccc4n3)cc2)c1,7,-5,10,7,-0.6,-0.9,0,-5,2
N#Cc1c(-c2cccs2)nc(SCc2ccc(Cl)cc2)[nH]c1=O,nt,6,-12,nt,-2.1,0.4,48*,-7,-2
Cc1cc(C)c(C)c(OCCn2ccnc2)c1,10,1,-1,-5,-0.9,-1.1,-2,-12,5
CN(Cc1ccccc1)C(=O)c1nn2cccnc2c1Cl,8,-4,-8,5,-2.3,-1.3,5,6,-3
CC1CCC(C(C)C)C(OC(=O)Cn2c(-c3ccccc3)[n+](C)c3ccccc32)C1 (configuration not stated),-16&10,31&14,-5&2,7&-4,-0.8&-1.4,-5.3&-3.0,-51&-67,-3&2,3&0
Cn1c(CCNC(=O)c2ccc(Cl)c(Cl)c2)nnc1SCc1ccc(Cl)c(Cl)c1,20,3,-8,4,-1.0,-2.7,2,-1,2
CC(=O)Nc1ccc(C(F)(F)F)cc1Cl,10,0,1,-1,-2.6,-0.5,-9,-4,-4
Cc1cc(C)c(C(=O)OCC(=O)NCc2cccs2)c(C)c1,20,-7,-12,9,-2.9,-3.3,-4,5,3
COC(=O)C1CC(c2c(OC)cc(OC)cc2OC)=NO1 (configuration not stated),0,-10,-2,-1,1.2,1.8,1,6,1
Cc1ccc2c(CSc3nnc(N)s3)cc(=O)oc2c1,16,-4,-5,3,-1.8,-3.3,3,5,5
CC1(C)C(=O)Nc2ccccc2N1C(=O)COC(=O)c1cc([N+](=O)[O-])ccc1N,-10,-4,2,-2,-2.1,-2.4,23,-1,0

The list goes on:
smiles,SUMO HTRF inh,DNA FID counter,pCIP destab,IDE inh,VIM-2 inh,IMP-1 inh,NS3 helicase inh,M18AAP inhibitor,IDE act
CCCc1ccc(C(C)NC(=S)NC2CCCCC2)cc1 (configuration not stated),-8,-38,-10,nt,-7.7,-2.9,-1,0,1
CCOC(=O)N1CCN(C(=O)C2CCN(C(=O)c3cc4sccc4n3CC)CC2)CC1,4,-22,-15,2,0.6,-2.2,0,-4,-1
CCOc1cccc(/C=C/c2ccc3cccc(O)c3n2)c1OC,19,-15,-1,-6,0.4,1.1,24,11,3
Cc1ccc(-c2nnn(CC(=O)N(CC3CCCO3)C(C(=O)NCC3CCCO3)c3ccc(F)cc3)n2)o1 (configuration not stated),1,-15,-12,0,-2.9,-1.0,2,-2,-1
CC1CCN(C(=O)CSc2nc(N)c(NC(=O)c3ccccc3)c(=O)[nH]2)CC1,17,-11,0,8,6.0,0.5,14,15,2
COc1ccc2cc(OCC(=O)NNC(=O)Nc3ccc(C(C)=O)cc3)ccc2c1,3,-18,-2,-4,-1.7,1.4,-10,7,-2
COc1cnc(-c2ccccn2)nc1Oc1ccc(F)cc1F,4,-23,-3,5,18*,-4.6,12,4,1
CC(C)(C)N=C1NC(=NC(C)(C)C)c2ccccc21,22,13,-19,5,-1.3,-1.9,-6,4,5
O=[N+]([O-])c1cc2oc3c(c2c(C=NCc2ccccc2)c1O)CCCC3,25,-2,-21,-3,-3.6,0.8,51*,20,-8
CC(=O)N1CCN(Cc2nc3cc(NC(=O)c4ccccc4Cl)ccc3n2C)CC1,18,-8,-6,-3,-5.8,-2.2,0,4,5
C=CCn1c(CNS(=O)(=O)c2ccc(Cl)cc2)n[nH]c1=S,-7,-16,2,-4,-6.7,-2.4,3,19,-1
Cc1ncoc1C(=O)N1CCc2c([nH]c3ccccc23)C1C(C)(C)C (configuration not stated),-11,-26,0,-2,0.0,-2.4,28,8,3
O=C(OCc1cccc([N+](=O)[O-])c1)c1cnccn1,9,-1,-10,-2,-3.1,-2.6,1,-5,5
O=C(NCc1ccc(Cl)cc1)C1CCCN(S(=O)(=O)c2cnc[nH]2)C1 (configuration not stated),-10,-2,-21,-3,-0.2,-1.9,-11,2,6
C[C@@H]([C@@H](O)c1ccccc1)N(C)C(=O)C(N)Cc1ccccc1 (some centres not stated),1,4,0,0,0.7,-5.4,12,-11,0

Carrying on:
smiles,SUMO HTRF inh,DNA FID counter,pCIP destab,IDE inh,VIM-2 inh,IMP-1 inh,NS3 helicase inh,M18AAP inhibitor,IDE act
COc1c(C)cc(Br)cc1C(=O)Nc1ccccc1C,-3,-2,-2,-5,-1.9,-3.9,-3,1,0
OCC1CCCN(C(=S)NCCc2ccccc2)C1 (configuration not stated),6,-4,2,-2,0.1,-2.1,-5,2,3
CN(C)CCNC(=O)c1ccc(Cl)s1,1,2,-13,1,2.4,-0.2,9,-15,7
COc1ccc(N2Cc3cccc(C(=O)O)c3C2=O)cc1,9,-5,-13,5,0.4,-1.9,20,6,-5
CCN(c1ccccc1)S(=O)(=O)c1nnc(NC(=O)C(C)C)s1,19,-10,-11,-1,-3.0,-1.1,-9,2,7
O=C1c2ccccc2C(=O)N1Cc1cc(Cl)c(O)c([N+](=O)[O-])c1,-15,-3,-14,-1,-2.5,-1.6,22,7,0
Cc1c(C(=O)N2CCCC2)c(S(=O)(=O)NCCc2ccccc2)c(C)n1C,19,-18,-10,-5,-3.3,-2.9,-2,6,0
O=C(CC1(O)C(=O)Nc2ccccc21)c1ccc2c(c1)OCO2 (configuration not stated),13,-3,-3,-1,-1.3,-1.7,-3,11,2

Random draw from the library; 3.6% or so of the library scored in one or more.
